High-throughput results (PubChem BioAssay)
EPAC1 ag: qHTS for Agonist of cAMP-regulated guanine nucleotide exchange factor 3 (EPAC1): primary screen; Rap guanine nucleotide exchange factor 3 (Homo sapiens), O95398; EPAC1 agonist qHTS, biochemical assay; response scale: 100% = response to 6.5 mM cAMP; Potency, µM (titrated, usually from 154 µM), without a hit: top-dose activation, hits mostly activators; hit rate 0.073% among 360,000; AID 720707, 2013; note: potency is the fitted concentration of half-maximal effect; nearly all actives have a fitted effect of over 60% in size
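Nucleotide exchange assay: 100 nM EPAC1 with 250 nM Rap1B loaded with BODIPY-GDP and 50 uM GDP, room temperature. Fluorescence (480/540 nm) read every 5 min for 30 min; signal change normalized to 6.5 mM cAMP as full agonist.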
GLP1R cytotox: qHTS of GLP-1 Receptor Inverse Agonists: Cytotox Screen. HEK293 cAMP-luciferase reporter cells, luminescence, 24 h. Potency, µM (highest dose often 38.3 µM), inactives show at the highest dose activity change, negative = inhibition, usual class: inhibitors. hit rate 0.13% among 410,000. AID 624418, 2012;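 note: loss of luciferase light is scored as toxicity; potency is the fitted concentration of half-maximal effect; % is set by controls: 0 for no effect and ±100 for the full control effect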
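Compound-treated cells are incubated 24 hr at 37 deg C under 5% CO2 after a 12 hour attachment period, then luciferase detection reagent is added and luminescence is measured following 12 min at room temperature; lowered signal indicates toxicity.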
EPAC1 antag: qHTS for Antagonist of cAMP-regulated guanine nucleotide exchange factor 3 (EPAC1): primary screen; Rap guanine nucleotide exchange factor 3 (Homo sapiens), O95398; EPAC1 GEF assay, Rap1b-BODIPY-GDP exchange fluorescence; Potency, µM (highest dose often 115 µM), inactives show at the highest dose activity change, negative = inhibition, hits mostly inhibitors; hit rate 0.14% among 360,000; AID 720709, 2013;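 note: potency is the fitted concentration of half-maximal effect; plate controls were vehicle for no effect and positive control for full effect; nearly all actives have a fitted effect of over 50% in size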
PTHR1 agonist: qHTS for PTHR1 Agonists: Primary Screen. Potency, µM (top dose mostly 115 µM), inactives show at the top dose activation, hits mostly activators. HEK293 GP2 PTHR1 cells, GloSensor cAMP luminescence, 1 h. hit rate 0.075% among 410,000. Parathyroid hormone/parathyroid hormone-related peptide receptor (Homo sapiens), Q03431; note: potency is the fitted concentration of half-maximal effect; nearly all actives have a fitted effect of over 55% in size; some results filed as inactive show a strong effect at the top dose; inactives centre near -15; many of its hits are not listed in these tables
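HEK-293-derived GP2 cells expressing PTHR1 and a GloSensor cAMP reporter, 3,000/well, plated overnight, given luciferin plus IBMX (each 0.5 mM as added) for 1 h at 37 °C, then compound for 1 h at 37 °C. Luminescence was read after 15 min at room temperature.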
PLK1 PBD inh: qHTS for Inhibitors of PLK1-PDB (polo-like kinase 1 - polo-box domain): Primary Screen. Serine/threonine-protein kinase PLK1 (Homo sapiens), P53350. Plk1 PBD binding of FITC phosphopeptide, fluorescence polarization. Potency, µM, for the others: max response, negative = inhibition, actives largely listed as inhibitors. hit rate 2.8% among 360,000. AID 720504, 2013; note: potency is the fitted concentration of half-maximal effect; series mostly up to about 57 µM; % is set by controls: 0 for no effect and ±100 for the full control effect; nearly all actives have a fitted effect of over 65% in size
Target sequence (P53350 whole entry, looked up, the tested form may be a part): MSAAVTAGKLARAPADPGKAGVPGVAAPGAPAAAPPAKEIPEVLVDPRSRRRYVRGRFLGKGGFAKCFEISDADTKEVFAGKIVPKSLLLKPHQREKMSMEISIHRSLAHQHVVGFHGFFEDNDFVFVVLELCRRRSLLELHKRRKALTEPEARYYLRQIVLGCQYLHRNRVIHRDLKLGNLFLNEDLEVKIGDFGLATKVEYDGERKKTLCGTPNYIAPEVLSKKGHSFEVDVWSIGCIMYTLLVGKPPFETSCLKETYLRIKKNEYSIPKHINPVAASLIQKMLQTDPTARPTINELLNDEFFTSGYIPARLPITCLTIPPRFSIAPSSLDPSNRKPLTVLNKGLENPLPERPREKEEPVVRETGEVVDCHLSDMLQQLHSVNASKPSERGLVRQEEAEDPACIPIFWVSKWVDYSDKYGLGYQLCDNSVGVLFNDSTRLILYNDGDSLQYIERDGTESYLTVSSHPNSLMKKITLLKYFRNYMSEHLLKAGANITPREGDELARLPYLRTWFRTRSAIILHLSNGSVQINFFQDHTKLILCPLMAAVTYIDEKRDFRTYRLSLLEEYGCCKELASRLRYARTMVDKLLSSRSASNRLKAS
PI5P4Ka inh: qHTS for Inhibitors of phosphatidylinositol 5-phosphate 4-kinase (PI5P4K); Phosphatidylinositol 5-phosphate 4-kinase type-2 alpha (Homo sapiens), P48426; PI5P4Kalpha enzyme, ADP-Glo luminescence, 60 min; hits give low values; max response, %; hit rate 1.2% among 330,000; AID 652105, 2013; active = max response of -50% or lower; inconclusive = between -30% and -50%; inactive = -30% or higher; note: value at the top dose of about 77 µM; % is set by controls: 0 for no effect and ±100 for the full control effect
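PI5P4Kalpha ADP-Glo assay; 5 microM ATP final; 60 min RT reaction; HEPES pH 7.4/EGTA/CHAPS, 5% DMSO; controls lacking substrate or enzyme; luminescent end-point.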
GLP1R ag: qHTS of GLP-1 Receptor Agonists. HEK293 GLP-1R CRE-luciferase, luminescence, 4-6 h; cells express a hypersensitive GLP-1R form. Potency, µM (titrated, usually from 45.6 µM), for the others: at the highest dose activation, usual class: activators. hit rate 0.007% among 380,000; note: potency is the fitted concentration of half-maximal effect; % of control where 0% means no effect
Target sequence (P43220 whole entry, looked up): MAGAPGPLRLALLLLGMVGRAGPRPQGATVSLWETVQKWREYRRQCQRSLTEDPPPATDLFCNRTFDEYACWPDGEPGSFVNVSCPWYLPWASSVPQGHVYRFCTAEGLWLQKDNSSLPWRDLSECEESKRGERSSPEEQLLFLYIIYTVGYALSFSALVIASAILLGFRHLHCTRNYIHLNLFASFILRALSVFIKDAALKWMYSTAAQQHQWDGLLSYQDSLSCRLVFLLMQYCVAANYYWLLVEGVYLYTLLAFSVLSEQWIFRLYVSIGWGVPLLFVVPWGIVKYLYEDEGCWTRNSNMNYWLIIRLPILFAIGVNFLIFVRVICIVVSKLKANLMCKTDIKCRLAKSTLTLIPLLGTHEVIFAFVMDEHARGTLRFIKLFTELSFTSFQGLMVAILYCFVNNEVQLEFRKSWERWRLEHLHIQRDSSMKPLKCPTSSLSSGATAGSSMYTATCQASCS
IL2 activator: qHTS of IL-2 Activators | IL-2 activation reporter assay, cell-based qHTS; stimulated with anti-CD3/CD4/CD28 beads; in transgenic mouse T cells | AID 652025, 2013 | activation, % (series mostly up to about 46 µM) | hit rate 0.065% among 360,000; in the data active = activation above about 50%; inconclusive = mostly about 30% to 49%; note: 0% is about no effect
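EGFP and DsRed fluorescence is measured by plate cytometry in unstimulated transgenic mouse T cells exposed to compound for 60 minutes, then stimulated 18 hours at 37 degrees C with anti-CD3/anti-CD4 beads plus anti-CD28.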
GLP1R inv ag: qHTS of GLP-1 Receptor Inverse Agonists (Inhibition Mode); Glucagon-like peptide 1 receptor (Homo sapiens), P43220; HEK293 GLP-1R CRE-luciferase, luminescence, 24 h; GLP-1R form is constitutively active; Potency, µM (doses to about 38.3 µM), for the others: top-dose activity change, negative = inhibition, actives largely listed as inhibitors; hit rate 1.6% among 410,000; note: potency is the fitted concentration of half-maximal effect; % is set by controls: 0 for no effect and ±100 for the full control effect; nearly all actives have a fitted effect of over 55% in size
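Assay principle: reduced luminescence from a cAMP-responsive reporter in HEK293 cells co-expressing a constitutively active GLP-1R. Conditions: 24 hr compound incubation, 37 deg C, 5% CO2.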
* marks the source's active call; other numbers are inactive results; i = inactive; ? = inconclusive; . = no result given; [ ] = dose if it differs, or a comment. Unless noted, calls come from the whole dose curve; as a rule, active = well fitted curve in the direction sought with a large enough effect; inconclusive = small, poorly fitted or top-dose-only effect, or another doubt; inactive = no such curve, though single readings can be large; an effect the other way counts as inactive or inconclusive. This is a subset, so the mix of outcomes need not match the whole.

SMILES	EPAC1 ag	GLP1R cytotox	EPAC1 antag	PTHR1 agonist	PLK1 PBD inh	PI5P4Ka inh	GLP1R ag	IL2 activator	GLP1R inv ag
c1ccc2c(c1)Cc1cc3ccccc3nc1-2	5%	-9%	0%	-88%[inhibitor]	-2%	0	8%	1.0	2%
CN(CC(=O)Nc1c(Cl)cccc1Cl)C(=O)c1sccc1-c1ccccc1	11%	17%	6%	i	-6%	1	-13%	-4.8	?
C[C@@]12CCC3[C@@](CCC4[C@@]3(C)CCC[C@@]4(C)C(=O)O)(CC1=O)C2 (some centres not stated)	-3%	0%	1%	i	-4%	6	4%	-0.1	5%
O=C1OCCC1Sc1nc2ccccc2c(=O)n1Cc1ccccc1 (configuration not stated)	-4%	-5%	-12%	-15%	-2%	-1	7%	-1.1	11%
CCOc1ccc(CCNC(=O)c2cc(S(=O)(=O)N3CCOCC3)ccc2C)cc1OCC	9%	-2%	16%	-3%	-2%	10	0%	-4.2	2%
COc1ccc(C(=O)NC(=S)Nc2ccc(CN3CCOCC3)cc2)cc1OC	-2%	-5%	-1%	-29%	-20%	-1	-1%	0.8	4%
O=C(CCc1ccc(S(=O)(=O)NC2CCCCC2)cc1)Nc1ccccc1	-10%	-3%	4%	-12%	27µM*	-12	-4%	0.1	?
Cc1cccc2sc(NC(=O)CN3C(=O)c4ccccc4C3=O)nc12	6%	-15%	6%	i	-1%	-11	-18%	-0.8	11%
COc1cccc(N2CCN(C(=O)CSc3ccc(F)cc3)CC2)c1	3%	1%	-18%	i	?	1	5%	-0.3	1%
CN/C=C1\C(=O)C(C)(C)Oc2ccc3ccc(=O)oc3c21	-4%	-9%	-9%	i	-4%	7	0%	0.0	28%
Cc1ccccc1OCC(O)Cn1c(NCc2ccco2)nc2c1c(=O)n(C)c(=O)n2C (configuration not stated)	14%	0%	-6%	12%[57.5 µM]	-8%	.	5%	-2.2	3%
CN=C1S/C(=C\c2ccc(O)c(OC)c2)C(=O)N1C	2%	10%	-24%	i	1%	6	?	-0.6	203%[activator]
COc1ccc(N2CCN(CCNC(=O)c3ccc(NC(=O)C4CCCO4)cc3)CC2)cc1 (configuration not stated)	-2%	15%	8%	-16%[57.5 µM]	-15%	0	-12%	-1.0	-1%
O=C(c1ccccc1)N1CC(COc2ccccc2)OC(c2cccnc2)O1 (configuration not stated)	-10%	-9%	-2%	i	?	-6	-1%	-2.8	-1%
Cn1cnnc1SCC(=O)N/N=C/c1ccc(OCC(N)=O)cc1	-2%	6%	3%	i	7%	-5	0%	-2.0	15%
Cc1ccc(S(=O)(=O)NCc2ccc(C(=O)N3CCN(c4ccc([N+](=O)[O-])cc4)CC3)cc2)cc1	-4%	-16%	-3%	-41%[inhibitor]	-3%	2	7%	-0.5	?
CC(Sc1nc(-c2ccccc2)c(-c2ccccc2)[nH]1)C(=O)NCC1CCCO1 (configuration not stated)	-9%	-10%	11%	-29%	-3%	-7	2%	-2.7	-15%
O=C(Nc1ccc([N+](=O)[O-])cc1)C1C(c2ccccc2)=C1c1ccccc1	-1%	-10%	8%	-4%[57.5 µM]	-1%	.	-8%	0.1	?
Cc1ccc(NC(=O)CSc2nncs2)cc1Cl	-4%	1%	?	-6%	-11%	-14	8%	2.8	21%
NC(=O)C1CCN(S(=O)(=O)c2ccccc2[N+](=O)[O-])CC1	10%	-4%	-13%	-2%	-10%	3	3%	0.5	-15%
CC(=O)c1ccc(Oc2cc(C(F)(F)F)cnc2C(N)=O)cc1	-2%	-6%[7.66 µM]	6%	i	-9%	-1	3%	3.0	-1%[7.66 µM]
Clc1ccc(OCc2cn3ccccc3n2)c2ncccc12	4%	0%	-10%	-1%	-6%	0	16%	-1.0	27%
CC(C)NC(=S)NC(c1ccccc1)(c1ccccc1)c1ccccc1	6%	5%	?	-71%[inhibitor]	-1%	0	0%	-1.3	?
N#Cc1c(N)nc2c(c1-c1ccc3c(c1)OCO3)CCc1ccccc1-2	29%	8%	-15%	i	-1%	-5	0%	2.4	?

Sorted by number of heavy atoms (ascending): 8 of the compounds above
SMILES	EPAC1 ag	GLP1R cytotox	EPAC1 antag	PTHR1 agonist	PLK1 PBD inh	PI5P4Ka inh	GLP1R ag	IL2 activator	GLP1R inv ag
Cc1ccc(NC(=O)CSc2nncs2)cc1Cl	-4%	1%	?	-6%	-11%	-14	8%	2.8	21%
NC(=O)C1CCN(S(=O)(=O)c2ccccc2[N+](=O)[O-])CC1	10%	-4%	-13%	-2%	-10%	3	3%	0.5	-15%
CC(=O)c1ccc(Oc2cc(C(F)(F)F)cnc2C(N)=O)cc1	-2%	-6%[7.66 µM]	6%	i	-9%	-1	3%	3.0	-1%[7.66 µM]
Cn1cnnc1SCC(=O)N/N=C/c1ccc(OCC(N)=O)cc1	-2%	6%	3%	i	7%	-5	0%	-2.0	15%
N#Cc1c(N)nc2c(c1-c1ccc3c(c1)OCO3)CCc1ccccc1-2	29%	8%	-15%	i	-1%	-5	0%	2.4	?
CC(Sc1nc(-c2ccccc2)c(-c2ccccc2)[nH]1)C(=O)NCC1CCCO1 (configuration not stated)	-9%	-10%	11%	-29%	-3%	-7	2%	-2.7	-15%
COc1ccc(N2CCN(CCNC(=O)c3ccc(NC(=O)C4CCCO4)cc3)CC2)cc1 (configuration not stated)	-2%	15%	8%	-16%[57.5 µM]	-15%	0	-12%	-1.0	-1%
Cc1ccc(S(=O)(=O)NCc2ccc(C(=O)N3CCN(c4ccc([N+](=O)[O-])cc4)CC3)cc2)cc1	-4%	-16%	-3%	-41%[inhibitor]	-3%	2	7%	-0.5	?

Next records follow.
SMILES	EPAC1 ag	GLP1R cytotox	EPAC1 antag	PTHR1 agonist	PLK1 PBD inh	PI5P4Ka inh	GLP1R ag	IL2 activator	GLP1R inv ag
COCCCNc1nc2c(c(=O)n(C)c(=O)n2C)n1Cc1cccc(OC)c1	12%	1%	5%	-22%	0%	0	11%	-0.7	10%
O=C(CCS(=O)(=O)c1ccc(Br)cc1)N1CCCCCC1	-16%	4%	-15%	i	-30%	-4	-2%	1.2	?
CCc1ccc2nc(/N=C(\N)NC(=O)c3ccccc3)nc(C)c2c1	5%	6%	-19%	-22%	-10%	5	5%	1.2	6%
O=C(NC(Cc1c[nH]c2ccccc12)C(=O)O)/C(=C/c1ccco1)NC(=O)c1ccccc1 (configuration not stated)	1%	-6%	0%	0%	-9%	-3	3%	0.0	-2%
O=C(NCc1ccccn1)C(=O)Nc1ccccc1	-2%	-10%	11%	i	-4%	0	7%	3.4	15%
COC(=O)C(NC(=O)c1ccccc1C)(Nc1ncc(S(=O)(=O)c2ccc([N+](=O)[O-])cc2)s1)C(F)(F)F (configuration not stated)	0%	-7%	0%	-25%[57.5 µM]	-8%	2	-11%	1.5	?
C(=N\n1cnnc1)/c1ccccc1OCCOc1ccccc1	-9%	-25%	16%	-10%[57.5 µM]	-1%	-9	18%	-0.2	?
COC(=O)c1sccc1NC(=O)c1csc(C)c1	16%	8%	-17%	-11%[57.5 µM]	-11%	.	24%	-0.5	-6%
COc1ccc(S(=O)(=O)N2CCOCC2)cc1NC(=O)c1cccc(-n2cccc2)c1	25%	8%	?	i	-28%	-74*	2%	-0.1	25%
CC1CC(C)CN(S(=O)(=O)c2ccc3oc(=O)ccc3c2)C1 (configuration not stated)	5%	-4%	11%	-11%	-10%	18	3%	-3.9	-32%
CCOC(=O)C1(Cc2ccccc2Cl)CCN(S(=O)(=O)N(C)C)CC1	-8%	2%	-9%	i	-7%	-2	15%	-4.1	?
CN(Cc1ccc(Cl)c(Cl)c1)C(=O)C1CSC2(C)CCC(=O)N12 (configuration not stated)	-5%	-13%	6%	i	5%	2	9%	0.5	?
C[C@H]1CN([C@@H](C)CO)C(=O)CCCn2cc(nn2)CO[C@@H]1CN(C)C(=O)Oc1ccccc1	9%	1%	-13%	-11%	-5%	8	0%	0.2	29%
Cc1ccc(-n2cccc2C(=S)N=P(N(C)C)(N(C)C)N(C)C)cc1	5%	?	-12%	-37%[inhibitor]	?	-16	-15%	-0.2	?
CCCc1cc(=O)n2[nH]c(C)nc2n1	0%	-6%	1%	i	0%	1	1%	-3.4	8%
O=C(Cc1ccc(Cl)cc1)Nc1ccccc1N1CCOCC1	-1%	15%	9%	-27%[57.5 µM]	-21%	-2	1%	0.8	?
COc1ccc2c(Cl)cc(NC(=O)Nc3c(C)cccc3C)nc2c1	1%	1%	8%	-8%	5%	4	-4%	-2.4	5%
CCOc1cc2[nH]c(=O)n(CCCCC(=O)NCc3ccco3)c(=O)c2cc1OCC	10%	3%	1%	i	-1%	.	-2%	-3.3	7%
COC(=O)c1ccccc1NC(=O)C1CC(c2ccccc2O)=NO1 (configuration not stated)	8%	8%	5%	3%[57.5 µM]	-2%	.	-1%	0.1	0%
Cc1ccccc1C(=O)O/N=C1\CCS(=O)(=O)c2sccc21	-12%	1%	13%	-55%	-5%	-2	-14%	-0.5	36%[activator]
